# GlmU inhibition – inhibition of mycobacterial GlmU enzyme – biochemical, glucosamine-1-phosphate acetyltransferase (AID 1376). inhibition, %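 (tested at 30 µM in the primary screen)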; hits with a dose series show IC50 in µM. M. tuberculosis GlmU acetyltransferase enzyme assay; higher % means a stronger effect. 220,000 tested, 0.25% active; in the data active = inhibition above about 13%;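 note: 0% = complete reaction with vehicle and 100% = reaction without substrate; strong numbers were not always called active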
# RmlCD inh 1536 – M. tuberculosis RmlC/RmlD inhibition; P9WH09+P9WH11; RmlC+RmlD coupled enzyme assay, percent inhibition; primary screen in compound mixtures; inhibition, % at 3.6 µM; 160,000 tested, 0.03% active; AID 1533; in the data active = inhibition mostly above about 34%, no sharp cut-off; note: some results filed as inactive read as strong as hits
# Target sequence (P9WH09 whole entry, looked up): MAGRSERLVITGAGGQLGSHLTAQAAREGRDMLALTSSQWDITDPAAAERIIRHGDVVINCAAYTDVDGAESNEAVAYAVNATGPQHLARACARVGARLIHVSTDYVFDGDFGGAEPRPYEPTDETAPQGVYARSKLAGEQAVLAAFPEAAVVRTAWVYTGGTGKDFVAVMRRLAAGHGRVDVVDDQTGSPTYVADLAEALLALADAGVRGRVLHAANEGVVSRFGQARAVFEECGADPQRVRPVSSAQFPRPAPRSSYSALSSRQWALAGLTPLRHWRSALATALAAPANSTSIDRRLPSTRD
# Target sequence (P9WH11 whole entry, looked up): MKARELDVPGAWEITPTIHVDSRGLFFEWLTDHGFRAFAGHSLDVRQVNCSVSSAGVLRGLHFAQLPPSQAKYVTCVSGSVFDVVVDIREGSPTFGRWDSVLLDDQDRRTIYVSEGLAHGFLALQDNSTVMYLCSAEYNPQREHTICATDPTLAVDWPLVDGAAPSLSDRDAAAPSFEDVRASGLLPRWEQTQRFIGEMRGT
# Numbers without * were called inactive; x = not tested or not shown. The list is partial. The share of hits here may be higher or lower than overall.
SMILES,GlmU inhibition,RmlCD inh 1536
CCOC(=O)C1=C(CN2CCSCC2)NC(=O)NC1c1cccc([N+](=O)[O-])c1 (stereo not drawn),1.1%,-10
CC(C)Cc1nc(C(N)=O)c2[nH]c(=O)n(-c3ccc(F)cc3)c2n1,x,4
COCCn1c(SC(C)C(=O)Nc2ccc(Cl)cn2)nnc1-c1ccncc1 (stereo not drawn),-4.1%,-12
CCOC(=O)N1CCN(C(=O)CSCC(=O)Nc2nc(-c3cccs3)cs2)CC1,6.0%,x
O=C(O)CSc1nc(C(F)(F)F)cc(=O)n1-c1ccccc1,2.1%,x
C=CCc1cccc2cc(C(=O)O)c(=O)oc12,1.4%,x
Cc1cc(Cl)ccc1OCC(=O)NCCCN1CCOCC1,-2.5%,-6
CC(=O)N1CCN(C(=O)c2ccc(Oc3ccccc3)cc2)CC1,5.2%,15
O=C(Nc1ccccc1F)c1ccc(Br)o1,-3.7%,x
Cc1cc2ccccc2n1CCNC(=O)c1cccs1,-7.4%,x
C[n+]1cccc(/C=N/Nc2nc(Cl)c(C#N)c(Cl)c2Cl)c1,4.0%,x
COc1ccc(/C=C/C(=O)N[C@H](C(=O)O)C(C)C)cc1,-2.2%,4
CC(=O)N=c1ncn(CC(COC(C)=O)OC(C)=O)c2nc[nH]c12 (stereo not drawn),4.6%,-7
O=C(Nc1cccc(F)c1)NC1CCCCC1,0.2%,x
Oc1ccc(-c2[nH]ncc2-c2ccc(Cl)cc2)c(O)c1,0.5%,5
CN(C(=O)COC(=O)c1ccc2c(=O)n3c(nc2c1)CCC3)C1CCS(=O)(=O)C1 (stereo not drawn),-1.5%,-2
N#CCOc1nc(N2CCOCC2)nc(N2CCOCC2)n1,0.0%,2
O=C(CSc1ccc(-c2ccco2)nn1)Nc1ccccc1,1.4%,3
CNC(=O)COc1ccc(Cl)c2cccnc12,2.2%,12
NC(=O)CSc1nnc(-c2ccc3c(c2)OCO3)o1,4.2%,-5
CC(=O)N/N=C/c1cc([N+](=O)[O-])ccc1OCCOc1ccccc1,-0.3%,5
O=C1N/C(=N\N=C\c2cccnc2)SC1Cc1ccc(SC(F)F)cc1 (stereo not drawn),2.8%,38
CC1(C)CC(=O)C2=C(C1)N(c1ccccc1C#N)C(N)=C(C#N)C2c1cccs1 (stereo not drawn),-1.5%,0
Cn1c(=O)c2cc(S(=O)(=O)N3CCOCC3)ccc2n(C)c1=O,-1.5%,13
CCOC(=O)N1CCC(N2CCN(c3cc(C)ccc3C)CC2)CC1,2.3%,x
COc1ccc(NS(=O)(=O)CC(C)C)c(OC)c1,4.3%,5
Cc1cc(Cl)ccc1NC(=S)N1CCN(Cc2ccccc2)CC1,-4.0%,0
Cc1ccc(OCCn2cnc3cc([N+](=O)[O-])ccc3c2=O)cc1,-3.9%,12
COc1ccc(-c2nsc3c(SCc4ccccc4)ncnc23)cc1,1.6%,9
O=C(O)CN1CCN(c2ncc(C(F)(F)F)cc2Cl)CC1,-0.3%,x
O=C(COc1ccc(-c2nnco2)cc1)N1CCN(S(=O)(=O)c2ccccc2)CC1,0.9%,-1
COc1ccc(Cl)cc1N(CC(=O)N/N=C/c1ccc(OC(C)C)cc1)S(=O)(=O)c1ccc(C)c([N+](=O)[O-])c1,-1.5%,8
O=C(N/N=C/c1nn(-c2ccccc2)cc1-c1ccccc1)c1ccncc1,11%,x
N/C(=N\S(=O)(=O)c1cc(C(F)(F)F)cc(C(F)(F)F)c1)c1cccs1,14%*,0
O=S(=O)(NCC(Nc1ccc(Cl)cc1)c1ccccc1)c1ccccc1 (stereo not drawn),2.2%,-17
O=C(N/N=C\c1cccnc1)c1cc(-c2ccc(Cl)s2)[nH]n1,-3.6%,7
COc1cc(/C=C2\SC(=Nc3ccc(F)cc3)N(c3ccc(F)cc3)C2=O)ccc1OCC(=O)O,-2.9%,7
COc1ccc(S(=O)(=O)N2CCSC2c2ccc(OC)c(OC)c2)cc1 (stereo not drawn),-4.4%,-8
CC1CCCN(CCCNC(=O)c2cc3c(Cl)nc4ccccc4c3s2)C1 (stereo not drawn),-3.8%,-7
CCOC(=O)CNC(=O)CSc1cc(C)nc2ccc(OC)cc12,2.1%,-14
OC(COc1ccccc1)CN1CCN(Cc2ccc3c(c2)OCO3)CC1 (stereo not drawn),-1.9%,10
Cc1cc(Cl)ccc1NC(=O)Nc1c(C)n(-c2ccccc2)c(=O)n1C,10%,x
CC1(C)CNC(=O)c2sc(N3CCCCC3)nc2C1,5.2%,-8
Cc1ccc(C(=O)N2CCN(c3ccc(NC(=S)NC(=O)c4cccs4)cc3)CC2)cc1,1.9%,x
O=c1c2cccnc2[nH]c(=S)n1CCCN1CCN(c2ccccc2F)CC1,3.2%,x
Cc1c(Cl)c(=O)oc2cc(OCC(=O)NCc3cccs3)ccc12,2.4%,-8
O=C(COc1ccc([N+](=O)[O-])cc1)Nc1cc(C(=O)O)cc(C(=O)O)c1,-1.5%,45
FC(F)(F)COc1ccc(-n2ccnc2)nn1,-5.0%,x
NC(=O)/C(=C/c1ccco1)C(N)=S,2.6%,-9
CCC(=O)Nc1ccc(NC(=O)Cc2ccccc2)cn1,-2.2%,x
CCCCCOc1ccc(C(=O)NC(CCC)C(=O)O)cc1 (stereo not drawn),-4.2%,15
Cc1cc(Nc2cccc(F)c2)nc(-c2ccccc2O)n1,-5.5%,2
O=C1c2ccccc2C(=O)N1c1ccc(-c2nc3ccccc3o2)cc1,4.3%,x
CCN1CCN(C(=O)Nc2cccc3ccccc23)CC1,-1.8%,-6
C=C1SC(Nc2c(C)cccc2C)=NC12CCCCC2,-3.4%,x
c1ccc2c(CCNC3CCCCC3)c[nH]c2c1,0.4%,x
Cc1ccc(NC(=S)NNC(=S)NCc2ccccc2)cc1,-6.3%,x
O=S(=O)(Cc1ccccc1)NCC1CCCN(Cc2ccc(F)c(F)c2)C1 (stereo not drawn),-1.9%,-4
O=C(Nc1ccc(-c2cn3ccccc3n2)cc1)c1ccco1,3.0%,-13
O=C(COc1ccc(Cl)cc1)NCCCn1ccnc1,6.8%,10
# Next results.
SMILES,GlmU inhibition,RmlCD inh 1536
c1ccc2c(CNn3cnnc3)cccc2c1,0.7%,x
Cc1[nH]nc2ncc(C(=O)c3ccccc3O)cc12,2.1%,-8
CC(C)(C)C(=O)Nc1ccnc(-c2cccnc2)n1,0.0%,12
O=C(Cc1ccc(Br)cc1)N1CCN(c2ccccc2O)CC1,2.8%,-10
OC(CNCc1ccco1)COc1ccccc1 (stereo not drawn),-4.9%,-19
CCOCCN(C(=O)COC)c1cccc(OC)c1,0.7%,x
O=C(C(Sc1ccccc1)c1ccccc1)N1CCOCC1 (stereo not drawn),0.4%,-2
CCOc1cc2c(C#N)c(N3CCNCC3)nc(N)c2c(N)n1,-5.5%,10
CC(C)(C)C(=O)Nc1ccc(C(=O)OC2CCCCC2)cc1,-4.3%,-6
C/C(=N\NC1=NCCN1)c1ccc(N)c([N+](=O)[O-])c1,-7.8%,9
C=CCNC(=O)CSc1cc([N+](=O)[O-])cc(S(=O)(=O)Cc2ccccc2)c1,0.0%,-9
Cc1c(Cl)cccc1NC(=O)Nc1ccc(C(N)=O)cc1,-0.2%,-2
Cc1nn(CC(=O)N2CCN(C)CC2)c(=O)c2ccccc12,1.5%,-7
FC(F)(F)c1cccc(N2CCN(Cc3cccnc3)CC2)c1,-3.5%,9
COc1ccc(C(CC(=O)O)NC(=O)C2CCCCC2)cc1 (stereo not drawn),-1.1%,x

# Filtered by structure, those above with a nitro group on carbon (7)
SMILES,GlmU inhibition,RmlCD inh 1536
CCOC(=O)C1=C(CN2CCSCC2)NC(=O)NC1c1cccc([N+](=O)[O-])c1 (stereo not drawn),1.1%,-10
CC(=O)N/N=C/c1cc([N+](=O)[O-])ccc1OCCOc1ccccc1,-0.3%,5
Cc1ccc(OCCn2cnc3cc([N+](=O)[O-])ccc3c2=O)cc1,-3.9%,12
COc1ccc(Cl)cc1N(CC(=O)N/N=C/c1ccc(OC(C)C)cc1)S(=O)(=O)c1ccc(C)c([N+](=O)[O-])c1,-1.5%,8
O=C(COc1ccc([N+](=O)[O-])cc1)Nc1cc(C(=O)O)cc(C(=O)O)c1,-1.5%,45
C/C(=N\NC1=NCCN1)c1ccc(N)c([N+](=O)[O-])c1,-7.8%,9
C=CCNC(=O)CSc1cc([N+](=O)[O-])cc(S(=O)(=O)Cc2ccccc2)c1,0.0%,-9

# (listing goes on)
SMILES,GlmU inhibition,RmlCD inh 1536
CCOC(=O)C1CN(S(=O)(=O)c2ccccc2)C1,3.6%,x
Cc1cccc(OCCCC(=O)Nc2ccc(S(=O)(=O)N3CCCC3)cc2)c1,-1.1%,8
Clc1ccc(Nc2ccccc2)nn1,-5.1%,4
O=C1CCC([N+](=O)[O-])C(c2ccc(Br)cc2)N1 (stereo not drawn),1.2%,1
O=[N+]([O-])c1ccccc1Oc1cnc2ccccc2n1,x,0
CCOC(=O)c1c(NC(=O)Cn2nc(C(F)(F)F)cc2C)sc(C)c1C,-1.6%,-7
CC1(C)CC(=O)c2cnc(N)nc2C1,-1.6%,10
Cn1cc(CN2CCN(c3ccc(Cl)cn3)CC2)c(-c2ccccc2F)n1,2.1%,6
Cc1ccccc1OCC(=O)Nc1nc2ccccc2[nH]1,-2.6%,-7
COC(=O)c1ccccc1NC(=O)CNC(=O)c1ccc(OC)cc1,1.1%,3
N#C/C(=C/c1cn(-c2ccccc2)nc1-c1cccc(S(=O)(=O)N2CCCC2)c1)C(=O)NCc1ccco1,-3.7%,2
COC(=O)NC1CCS(=O)(=O)C1 (stereo not drawn),1.7%,5
COc1ccc(-c2[nH]ncc2CN(C)C(C)c2ccon2)cc1F (stereo not drawn),0.1%,x
Cc1cccc(-c2nnn(Cc3nnc(NC(=O)c4ccccc4)s3)n2)c1,2.5%,x
Brc1ccc2[nH]c3c(NCc4ccccn4)ncnc3c2c1,-2.3%,8
CCOc1ccccc1C1C(C#N)=C(SCC(=O)OC)NC(=O)C1C(=O)OC (stereo not drawn),6.2%,x
Cc1ccc(C)c(-n2c(-c3csc(C)c3C)n[nH]c2=S)c1,0.8%,4
Cc1cc(OCc2cccc(Cl)c2)c(C)cc1CN1CCOCC1,1.5%,-1
COc1ccc(C(C(=O)NC2CCCCC2)N(CC2CCCO2)C(=O)CNC(=O)c2ccco2)cc1 (stereo not drawn),7.8%,x
O=C1OCCN1P(=O)(c1ccccc1)c1ccccc1,1.4%,-5
CC(=O)/C=C(\C)Nc1c(C)n(C)n(-c2ccccc2)c1=O,-2.8%,-14
O=C(Oc1nsnc1N1CCOCC1)N1CCCCC1,-1.6%,x
CC1=Nn2c(nnc2-c2cccs2)SC1,-4.8%,55
CC1CCC/C(=N\NC(=O)Nc2ccccc2)C1 (stereo not drawn),1.5%,6
CC(=O)Nc1ccc(OC(=O)c2cc3cc(Br)ccc3oc2=O)cc1,-5.7%,8
CC1Cc2ccccc2N1C(=O)CSc1nnc2sc3ccccc3n12 (stereo not drawn),-1.4%,3
CC1=CC(c2ccccc2)NC(=S)N1 (stereo not drawn),9.8%,8
COc1cccc(-c2ccc(C#N)c(OC(=O)c3ccc(Cl)cc3)n2)c1,-2.7%,-9
CCOC(=O)c1c(NC(=O)CN2C(=O)c3ccccc3C2=O)sc(Cc2ccc3c(c2)OCO3)c1C,0.2%,x
COc1cccc(CC2CC(=O)N(c3ccc4c(C)cc(=O)oc4c3)C2=O)c1 (stereo not drawn),2.8%,-3
Cc1oc(-c2cccs2)nc1CN1CCN(C2CCCC2)C(CCO)C1 (stereo not drawn),-8.1%,x
COc1ccc(S(=O)(=O)NC(CC(=O)NCc2ccccc2OC)c2ccco2)cc1 (stereo not drawn),7.6%,-1
C/C(=N\NC(=O)CSc1nc2ccccc2c(=O)n1-c1ccccc1C)c1cccs1,-1.5%,-1
Nc1cc(S(=O)(=O)N2CCOCC2)ccc1Oc1ccc(F)cc1,-7.3%,6
Cc1c(C#N)c2ccccc2n1CC(=O)NCc1cccnc1,x,-3
O=C1C=C(NCc2ccc(Cl)cc2)CC(c2ccco2)C1 (stereo not drawn),-2.4%,4
Cc1noc(NC(=O)c2ccc(Cl)cc2)c1Cl,-1.4%,4
C/C(N)=C(/C#N)C(=O)CSc1cc(C)c2cc(C)cc(C)c2n1,-1.1%,-5
COCCSc1nnc(NC(=O)C2CCCO2)s1 (stereo not drawn),-2.3%,x
CCOc1ccc(NC(=S)NNC(=S)Nc2cccc(C(F)(F)F)c2)cc1,0.7%,-5
CCC(C)NC(=O)COC(=O)Cc1sc(N)nc1-c1ccc(C)cc1 (stereo not drawn),-3.1%,-8
CN(C)/C=C1\C(=O)NN=C1c1ccccc1,-3.0%,11
CSc1nnc(-c2ccccc2Cl)o1,1.2%,5
O=C(Nc1cccc(Br)c1)c1ccc2nc(N3C(=O)CCC3=O)sc2c1,1.7%,x
CCOC(=O)N1CCN(C(=O)COc2ccc(S(=O)(=O)NCC(C)C)cc2C)CC1,-3.0%,7

# Complete entries, looked up by structure. Order of values: GlmU inhibition | RmlCD inh 1536
# `C/C(=N\NC(=O)CSc1nc2ccccc2c(=O)n1-c1ccccc1C)c1cccs1` is entered as -1.5% | -1
# `CCOc1ccc(NC(=S)NNC(=S)Nc2cccc(C(F)(F)F)c2)cc1` is entered as 0.7% | -5
# `Cc1c(C#N)c2ccccc2n1CC(=O)NCc1cccnc1` is entered as x | -3
# `Cc1noc(NC(=O)c2ccc(Cl)cc2)c1Cl` is entered as -1.4% | 4
# `Cc1oc(-c2cccs2)nc1CN1CCN(C2CCCC2)C(CCO)C1` (stereo not drawn) is entered as -8.1% | x

# Following part.
SMILES,GlmU inhibition,RmlCD inh 1536
Cc1cc(CNC(=O)Cn2nc(C)c([N+](=O)[O-])c2C)c2ccccc2n1,7.7%,-14
Nc1cnn(C2OC(CO)C(O)C2O)c(=O)n1 (stereo not drawn),-3.2%,-5
O=C(NC1CC2CCCC(C1)N2C(=O)N1CCCCC1)C1CCCCC1 (stereo not drawn),-3.9%,x
Cc1cc(C)nc(SCc2nnc(SCC(=O)OC3CCCCC3)o2)n1,-0.8%,4
